# Bioassay records as filed in PubChem BioAssay.
# UPR XBP1 act: activators of adaptive arm of unfolded protein response (XBP1); actives 0.33% (n = 330,000); activation, % at 20 µM; CHO-XBP1 luciferase reporter, IRE1-XBP1 UPR activation, luminescence; percent of tunicamycin response, DMSO as zero;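 active = versus positive control, 20 µM dose yields 30% or more activation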;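 also: 100% = tunicamycin at 10 µg/mL and 0% = DMSO only wells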
#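 Signal: luciferase luminescence; Assay system: CHO-XBP1 luciferase reporter cells; Amount: one thousand reporter cells per well; Dosing: 20 µM single concentration, DMSO 1%; Benchmarks: high control tunicamycin 10 µg/mL final, low control DMSO vehicle only; Schedule: 6 h compound exposure at 37 °C, 5% CO2; Evaluation: percent activation relative to tunicamycin reference.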
# 697 NFkB inh: inhibitors of the PMA/ionomycin-induced NF-kB reporter in 697 B cells. 697 B-cell NF-kB luciferase reporter, 16 h. inhibition, % at 4 µM. actives 0.33% (n = 330,000). AID 435022; in the data active = inhibition above about 35%
# tim23-1 inh: growth inhibitors of tim23-1 mutant yeast. S. cerevisiae tim23-1 growth, BacTiter-Glo luminescence, 24 h. inhibition, % at 20 µM. actives 1.3% (n = 330,000). AID 463212;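 active = growth inhibition of the mutant yeast at or above 50%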;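 also: temperature-sensitive mutant grown at 25 °C; plate controls were DMSO-treated mutant yeast for no effect and medium wells lacking yeast for full effect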
# APJ agonist: agonists of human APJ apelin receptor. P35414. CHO-K1 APJ PathHunter beta-arrestin, luminescence; 0% DMSO wells, 100% apelin. activation, % at 20 µM. actives 0.11% (n = 330,000). AID 2520;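 active = activation more than six SD over the plate average, tested at 20 µM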;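 also: 0% = DMSO alone and 100% = apelin-13 at 10 nM; some results filed as inactive read as strong as hits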
# Target sequence (P35414 whole entry, looked up): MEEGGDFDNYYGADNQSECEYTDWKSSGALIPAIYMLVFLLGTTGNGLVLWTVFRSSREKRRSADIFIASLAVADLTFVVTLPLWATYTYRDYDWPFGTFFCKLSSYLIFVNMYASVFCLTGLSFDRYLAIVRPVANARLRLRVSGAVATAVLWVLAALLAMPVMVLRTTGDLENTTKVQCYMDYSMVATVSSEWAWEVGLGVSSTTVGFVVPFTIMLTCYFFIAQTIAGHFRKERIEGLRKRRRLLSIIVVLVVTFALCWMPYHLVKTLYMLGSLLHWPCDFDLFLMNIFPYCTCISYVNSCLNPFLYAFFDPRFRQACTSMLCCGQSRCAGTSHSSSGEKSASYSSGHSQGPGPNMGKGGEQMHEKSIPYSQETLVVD
#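 Assay system: CHO-K1 cells stably expressing ProLink-tagged human APJ and arrestin–beta-gal acceptor. Compound dosing: 20 µM single point, 1% DMSO. Times: 16-18 h seeding, 90 min dark compound exposure, 60 min detection. Detection: beta-gal luminescence. Evaluation: APJ–arrestin association signal. Controls: negative DMSO alone, positive Apelin-13 at 10 nM.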
# Mdm2-MdmX inh: disrupts the human Mdm2-MdmX interaction. SaOS-2 split-luciferase Mdm2/MdmX complementation, luminescence. inhibition, % at 8 µM. actives 3% (n = 330,000). AID 485346;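 active = inhibition of at least 50% at 8 µM in the primary screen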
# APJ antagonist: antagonists of human APJ apelin receptor; AID 2521; inhibition, % at 20 µM; CHO-K1 APJ beta-arrestin complementation, luminescence; actives 0.32% (n = 330,000); P35414;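 active = inhibition above about 40% at 20 µM, limit read from the data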;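 also: cells challenged with 10 nM apelin-13 agonist together with compound; plate controls were apelin-13 plus DMSO wells for no effect and DMSO wells lacking apelin-13 for full effect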
# Jurkat NFkB inh: inhibitors of the PMA/ionomycin-induced NF-kB reporter in Jurkat cells; PMA/ionomycin-induced NF-kB luciferase reporter, luminescence; inhibition, % at 4 µM; actives 0.53% (n = 330,000); AID 435003; in the data active = inhibition above about 50%
# CHOP UPR activ: activators of apoptotic arm of unfolded protein response (CHOP); CHO-CHOP luciferase reporter, UPR activation, luminescence; percent of tunicamycin response over DMSO baseline; activation, % at 10 µM; actives 0.34% (n = 330,000);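 active = at 10 µM dose, activation of 40% or more, normalized to positive control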;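 also: 100% = tunicamycin at 10 µg/mL and 0% = DMSO alone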
#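 System: CHO-CHOP luciferase reporter cell line | Buffer or medium: F12 medium containing 10% fetal bovine serum | Doses: One dose, 10 µM in 0.5% DMSO | Times: 6 h compound exposure at 37 °C after overnight seeding | Signal: Luciferase luminescence | Read-out: % activation vs tunicamycin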
# * hit, by the source's call.
smiles,UPR XBP1 act,697 NFkB inh,tim23-1 inh,APJ agonist,Mdm2-MdmX inh,APJ antagonist,Jurkat NFkB inh,CHOP UPR activ
Cc1ccc(-c2nc(CS(=O)CC(=O)NC3CCCC3)c(C)o2)cc1 (stereo not given),2,12,13,-3,-12,-6,10,0.4
CCCCn1nc2cc(C(=O)NCCc3ccc(C)cc3)ccc2c1OCC,0,5,10,-5,-23,12,7,-1.3
COc1ccc(Cn2nnnc2C(c2ccccc2OC)N2CCC(C(N)=O)CC2)cc1 (stereo not given),1,10,3,-5,15,2,-3,0.0
C#CCOc1ccc(C2C3=C(CC(C)(C)CC3=O)N(CC(=O)O)C3=C2C(=O)CC(C)(C)C3)cc1OC,-5,-14,-4,-2,11,3,-12,0.0
COC(=O)c1ccc(CN2CCC(n3nccc3NC(=O)C3CC3)CC2)cc1,-4,3,11,-6,29,18,-3,0.4
CCOC(=O)C1=C(Cn2cnc3ccccc32)NC(=O)NC1c1cc(C)ccc1C (stereo not given),-5,10,15,62*,10,31,7,-4.9
O=C(CSc1nc2cc(Cl)ccc2o1)Nc1ccc(N2CCOCC2)cc1,1,-11,20,-3,-124,-5,-91,-1.3
CC(=O)C1=C(C)N(Cc2ccccc2)C(=O)N[C@H]1c1cccc(C(F)(F)F)c1,-3,-4,17,6,16,-44,-2,0.4
CCOc1ccc(NC(=O)c2ccc(F)cc2F)cc1,3,-130,6,-1,-75,11,-114,0.1
O=C(Nc1ccc2c(c1)OCO2)C1CC(=O)N(c2ccccc2)C1 (stereo not given),1,8,-12,0,14,-12,4,-0.4
Cc1cc(C(=O)NNC(=O)Cc2ccc(Cl)c(Cl)c2)c(C)o1,-1,17,9,0,-12,27,-3,0.2
COc1ccc(OC)c(NC(=O)CNC(=O)Cn2cnc3sc(C)cc3c2=O)c1,-1,-23,4,-7,15,9,-6,-0.1
CC(C)CCNc1nc(N2CCCC2)c2c(c1C#N)CCN(C)C2,0,-24,13,2,18,21,6,3.1
COc1cccc(Nc2cc(C)nc3ccccc23)c1,1,-29,-4,-3,-25,-22,14,-0.5
CCOc1ccc(CCNC(=O)COC(=O)C2=NNC(=O)CC2)cc1OCC,-4,4,-3,-5,5,-49,7,-0.1
Cc1oc(-c2cc(F)ccc2F)nc1CN1CCCN(C(=O)c2ccco2)CC1,-4,5,10,0,2,15,-7,0.0
CCC(=O)N1c2ccccc2NC2=C(C(=O)CC(c3ccco3)C2)C1c1ccco1 (stereo not given),-3,19,8,-6,5,1,12,1.6
Cc1ccc(/C=C2/NC(=O)N(Cc3ccccc3)C2=O)o1,-1,-42,68*,-9,8,61*,-20,9.1
CCOc1cc(CNn2cnnc2)cc(Cl)c1OCC(=O)NC(C)(C)C,-6,-1,1,-3,28,0,-1,-0.8
O=C(OC(C(=O)NC1CCCCC1)c1ccccn1)c1cccs1 (stereo not given),-1,-18,13,-3,14,7,-11,-1.8
CCCCCCNS(=O)(=O)c1ccccc1Br,1,6,32,-3,19,-67,-6,0.0
CC(C)c1cc(Br)ccc1OCCN1C(=O)NC(C)(C)C1=O,-6,4,18,-1,13,5,-8,3.4
CC(CCc1ccccc1)NC(=O)CCC(=O)N1CCC(C(N)=O)CC1 (stereo not given),-6,14,-5,-3,-5,7,3,-2.5
Nc1cc(C(Cl)=C(Cl)Cl)c(S(N)(=O)=O)cc1S(N)(=O)=O,-5,-2,-5,-4,-29,-17,7,-0.7
CCC(=O)Nc1ccc(-c2ccc(N3CCCCC3)nn2)cc1,-1,-129,29,0,-52,-20,-79,5.8
O=C(N/N=C/c1ccc([N+](=O)[O-])o1)c1cn(-c2ccccc2)nc1-c1ccc(Cl)cc1,7,1,-1,2,-5,-31,-6,13
CC1CCCCC12NC(=O)N(CC(=O)OCC(=O)Nc1ccc(F)cc1[N+](=O)[O-])C2=O (stereo not given),1,-14,-4,11,20,-19,12,0.0
CN(CCOC(=O)c1ccc2c(c1)OCCO2)C(C)(C)C,-2,10,-2,1,-5,-30,-13,3.9
CS(=O)(=O)N1Cc2ccccc2CC1C(=O)OCC(=O)Nc1ccc2ccccc2c1 (stereo not given),1,18,17,-5,-14,0,2,0.3
Cc1ccccc1NC(=O)CN1CCOCC1,-4,10,-4,-1,14,3,13,2.2
CCc1nn(CC(=O)NCCCN2CCCC2=O)c(=O)c2cc3sccc3n12,3,9,-2,-3,26,28,0,0.6
COc1ccc(CCn2c(C)cc(C(=O)CSc3nnnn3C)c2C)cc1,-4,24,1,-1,13,3,-3,-2.2
COc1ccc(C(=O)NCCc2nnc3ccc(SCC(=O)Nc4ccccc4F)nn23)cc1,1,4,2,-1,-3,1,3,1.6
O=C(Nc1ccc(Cl)c(S(=O)(=O)N2CCOCC2)c1)c1ccc(OCC2CCCO2)cc1 (stereo not given),-4,-36,22,10,75*,-41,60*,0.6
COc1cc(CNn2cnnc2)ccc1OCC(=O)NC(C)(C)C,-7,22,8,-2,3,13,-3,-1.0
CCOc1ccccc1NS(=O)(=O)c1c(C)[nH]c(C)c1C(=O)N1CCCCC1,0,-22,12,3,13,4,-3,0.5
CC12CCC(=O)N1c1c(sc3nc(N4CCOCC4)c4c(c13)CCCC4)C(=O)N2 (stereo not given),1,-4,14,16,4,21,-8,0.7
CN(C)c1ccc(NC(=O)c2ccc3nsnc3c2)cc1,0,-9,31,7,-81,-20,-41,1.9
O=C(Nc1ccccc1Br)c1cc(=O)c2ccccc2o1,6,-4,6,-5,-44,-3,-72,1.3
O=C(Nc1cc(C(F)(F)F)ccc1F)C1CCC1,-3,5,15,2,20,3,-3,1.4
Cc1ccc(C(=O)/C=C/c2ccc3c(c2)OCCO3)c(O)c1,0,-94,48,-7,-58,-3,-36,4.8
CCC1(c2ccc(F)cc2)NC(=O)N(CC(=O)Nc2ccc(C)c(S(=O)(=O)N3CCOCC3)c2)C1=O (stereo not given),0,19,0,-1,22,5,12,-0.5
CCOC(=O)C1=C(c2ccccc2)O/C(=C(/C#N)C(F)(F)F)S1,-2,-230,44,-2,101*,-2,75*,54*
O=C(NC1CC2CCCC(C1)N2Cc1cccs1)N1CCOCC1 (stereo not given),-1,2,7,-4,-3,-13,-2,3.0
COc1cc(SC)ccc1C(=O)Nc1cc(C)c(OCC(=O)N2CCOCC2)c(C)c1,1,3,23,-4,3,-5,-22,2.6
COc1ccccc1C(=O)N/C(=C/c1cccc([N+](=O)[O-])c1)C(=O)Nc1cccc(C(=O)O)c1,-2,-1,12,-2,7,6,2,-0.4
O=C(/C=C/c1ccco1)c1cccnc1,-3,4,11,-3,-43,18,2,-0.4
CC(C)NC(=O)c1cccc(NC(=O)CC2SC(N3CCCCC3)=NC2=O)c1 (stereo not given),0,11,6,-2,12,15,-5,1.1
Nc1ccc(S(=O)(=O)Nc2nc(-c3ccccc3)cc(-c3ccccc3)n2)cc1,3,-5,-1,-6,27,9,14,-2.2
COc1cc(C(=O)Nc2ccc(C)cn2)ccc1OCC(=O)N1CCOCC1,-1,11,-4,-3,-24,-2,-1,-2.0
CCOC(=O)c1sc2ccccc2c1OC(=O)c1ccc(C)cc1,0,-20,12,-7,31,-6,-7,3.1
Cc1ccc(C(=O)COC(=O)CNC(=O)COc2ccccc2C)cc1C,0,11,24,-1,-6,-29,-13,-1.9
COc1cccc(NC(=O)CN(C)C(=O)CN2C(=O)NC(C)(c3ccc4ccccc4c3)C2=O)c1 (stereo not given),-3,-16,-6,-2,17,-71,7,1.8
Cc1nc(SCC(=O)Nc2c(C)n(C)n(-c3ccccc3)c2=O)nc(C)c1C,-2,7,6,-3,-6,1,12,-0.2
O=c1c2ccccc2nc(SCc2cc(F)cc3c2OCOC3)n1Cc1ccco1,-1,-11,-8,-3,25,-6,-22,0.7
NS(=O)(=O)OCCCc1ccc(C(F)(F)F)cc1,2,-6,14,-4,5,3,-6,-1.1
Cc1ccc(S(=O)(=O)NCC2CCCO2)cc1 (stereo not given),-4,0,10,0,6,3,-5,2.3
CC(=O)c1ccc(-c2ccc(C(=O)N(C)c3c(N)n(Cc4ccccc4)c(=O)[nH]c3=O)o2)cc1,4,11,13,3,9,18,-3,1.9
O=C(Nc1ccccc1Cc1ccccc1)c1ccncc1,-3,-9,-2,10,8,7,-1,1.1
Cn1nc(-c2ccc(OCC(=O)NCC3CCCO3)cc2)c2ccccc2c1=O (stereo not given),-3,5,14,-1,15,-3,17,-1.1

# (more compounds)
smiles,UPR XBP1 act,697 NFkB inh,tim23-1 inh,APJ agonist,Mdm2-MdmX inh,APJ antagonist,Jurkat NFkB inh,CHOP UPR activ
O=C(CCNS(=O)(=O)/C=C/c1ccccc1)NCCc1c[nH]c2ccccc12,-7,15,11,1,15,6,-12,1.2
CC(=O)c1ccc(NC(=O)c2ccc(C)c(Br)c2)cc1,5,-49,-1,-1,-160,12,-123,23
Cc1c(S(=O)(=O)N2CCCCC2)c(=O)n(C)c(=O)n1C,0,7,7,-3,22,16,10,0.9
Cc1ccc(S(=O)(=O)N/N=C\c2ccccc2OCc2ccccc2)cc1,-6,-10,29,-7,36,-9,30,2.6
CC(C)Oc1cccc(C(=O)C2CCCN(Cc3cccn3-c3cccnc3)C2)c1 (stereo not given),4,-3,22,-1,18,0,2,0.0
CCCCC(=O)Nc1ccc(NC(=O)c2cc(OC)c(OC)c(OC)c2)cn1,1,-1,2,-3,24,5,0,-0.7
Cc1ccc(C2(CC(=O)N3CCCC3)CCOC(C(C)C)C2)cc1 (stereo not given),-2,-6,6,0,-22,7,0,-0.9
COc1ccc(C(=O)Nc2ccccc2C(=O)N/N=C/c2ccncc2)cc1OC,-2,-45,61*,3,-22,8,-52,5.0
Fc1cccc(CSc2ccc3nnc(-c4ccccn4)n3n2)c1,1,-23,-8,-1,7,14,-1,-2.5
Cc1ccc(NC(=O)NCc2cccnc2)cc1C,1,-37,-13,-3,-2,2,-4,0.4
O=C(NNC(=O)c1ccc2ncccc2c1)c1ccc(Cl)cc1,-4,4,-21,-3,-11,-12,3,0.9
O=C(CCc1nnc2ccc(N3CCOCC3)nn12)Nc1ccc(F)cc1F,-1,2,-5,3,-18,14,12,1.0
O=C(Nc1ccccc1Br)C1CCC(=O)N1Cc1ccccc1Cl (stereo not given),-2,7,9,-3,-12,1,2,-4.0

# Arranged by formula weight (highest first): some entries from above.
smiles,UPR XBP1 act,697 NFkB inh,tim23-1 inh,APJ agonist,Mdm2-MdmX inh,APJ antagonist,Jurkat NFkB inh,CHOP UPR activ
CC(C)Oc1cccc(C(=O)C2CCCN(Cc3cccn3-c3cccnc3)C2)c1 (stereo not given),4,-3,22,-1,18,0,2,0.0
CC(=O)c1ccc(NC(=O)c2ccc(C)c(Br)c2)cc1,5,-49,-1,-1,-160,12,-123,23
Cc1ccc(C2(CC(=O)N3CCCC3)CCOC(C(C)C)C2)cc1 (stereo not given),-2,-6,6,0,-22,7,0,-0.9
O=C(NNC(=O)c1ccc2ncccc2c1)c1ccc(Cl)cc1,-4,4,-21,-3,-11,-12,3,0.9
Cc1c(S(=O)(=O)N2CCCCC2)c(=O)n(C)c(=O)n1C,0,7,7,-3,22,16,10,0.9
